Screening results as filed in PubChem BioAssay.
Rac1 GTP hydrolysis = MgcRacGAP GTPase-activating activity inhibitors, confirmation, biochemical, ADP Hunter fluorescence; MgcRacGAP-stimulated Rac1 GTP hydrolysis, ADP Hunter fluorescence; higher % means a stronger effect; GST-tagged Rac1 F28L mutant substrate; inhibition, % at 30 µM, or IC50 in µM where a hit was titrated; 340,000 tested, 0.6% active;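 active = first-screen hits whose inhibition reached a set limit at any dose in the follow-up dose series; inconclusive = inhibition above the set first-screen limit but never retested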;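 also: fluorescence reports GDP produced by GAP-driven GTP hydrolysis; strong numbers were not always called active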
Myeloid diff MLP = promotes myeloid progenitor differentiation; ER-HoxA9 myeloid progenitors, lysozyme-GFP differentiation, flow cytometry; calls only at 10 µM; 360,000 tested, 1% active;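 active = normalized GFP-positive differentiation at or above the plate's own cutoff, the solvent-only control mean plus 3 SD; inconclusive = no clear call, values can overlap the other calls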;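 also: cells exposed to compound for four days before flow analysis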
Salmonella PhoP GFP = inhibitors of PhoP regulon expression, primary screen, Salmonella Typhimurium, GFP reporter (AID 1863); S. Typhimurium PhoP-regulated promoter GFP reporter, 4 h; higher % means a stronger effect; inhibition, % at 50 µM, or IC50 in µM where a hit was titrated; 300,000 tested, 0.16% active;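 active = inhibition over 29.93%, a cutoff 3 SD above the screen mean, later confirmed by dose response; inconclusive = inhibition over 29.93% but no dose response follow-up; inactive = inhibition at most 29.93% or unconfirmed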;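 also: 0% = low Mg2+ inducing control and 100% = high Mg2+ repressing control; strong numbers were not always called active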
NTR1 ag = NTR1-driven beta-arrestin-GFP spot formation – imaging, U2OS cells, high content, primary screen (AID 493036) | P30989 | 330,000 tested, 0.17% active | activation, % at 20 µM | agonist mode;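 active = activation at or above 40% of the spot to cytoplasm intensity ratio, with at least 20 cells analyzed; inconclusive = wells under 20 cells, flagged as cytotoxic or low count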;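 also: 0% = DMSO without peptide and 100% = 100 nM NTR1 peptide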
Target sequence (P30989 whole entry, looked up): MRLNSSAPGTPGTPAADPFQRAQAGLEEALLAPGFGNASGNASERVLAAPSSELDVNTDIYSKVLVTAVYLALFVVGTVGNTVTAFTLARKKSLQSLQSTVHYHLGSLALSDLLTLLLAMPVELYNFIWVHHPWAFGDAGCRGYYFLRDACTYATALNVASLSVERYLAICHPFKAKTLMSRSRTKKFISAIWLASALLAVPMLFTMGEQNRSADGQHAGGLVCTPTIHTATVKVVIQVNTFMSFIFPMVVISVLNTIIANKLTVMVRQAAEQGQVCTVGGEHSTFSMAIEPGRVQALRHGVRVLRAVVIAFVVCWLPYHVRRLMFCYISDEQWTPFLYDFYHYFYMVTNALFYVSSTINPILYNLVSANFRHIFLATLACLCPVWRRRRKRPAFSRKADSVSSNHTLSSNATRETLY
NTR1 ag cell count 20 µM = further read-out of NTR1 ag, marked with its call; cell count; measured here: cell count, cytotoxicity flag
Myeloid diff MLP GFP+ MAC1+ % = further read-out of Myeloid diff MLP, marked with its call; GFP+ MAC1+ double positive, %; measured here: differentiation confirmed by MAC1 staining
* marks the source's active call; other numbers are inactive results; i = inactive; u = inconclusive; x = no result given; + = active, no number. A portion of the library; rates above refer to the full screens.

SMILES	Rac1 GTP hydrolysis	Myeloid diff MLP	Myeloid diff MLP GFP+ MAC1+ %	Salmonella PhoP GFP	NTR1 ag	NTR1 ag cell count 20 µM
Cc1c(C(c2cc(O)ccc2Cl)c2c(C)n(C)n(-c3ccccc3)c2=O)c(=O)n(-c2ccccc2)n1C	3.1%	i	0.6	-3.8%	x	x
C=CCNC(=O)c1ccc2nc(Cc3ccc(OC)cc3)oc2c1	5.6%	i	0.1	7.8%	x	x
COc1ccc(Cc2nc3ccc(C(=O)NC(C)C)cc3o2)cc1	-0.4%	i	5.3	6.5%	x	x
CCCC(=O)N1CCCC(C(=O)c2cccc(OC(C)C)c2)C1 (stereo not drawn)	3.1%	i	0.5	5.4%	x	x
CN(c1ccccc1N(C)S(=O)(=O)c1ccccc1)S(=O)(=O)c1ccccc1	8.3%	i	0.5	-5.3%	x	x
N#CCCN(C(=O)CSc1ncccn1)c1ccc2c(c1)OCCO2	10.4%	i	0.7	x	0.7	60
CC(C)(C)[C@H]1COC(=O)[C@@H](NC(=O)OCC2c3ccccc3-c3ccccc32)C/C=C\C[C@@H](CC(=O)N[C@@H](CO)Cc2ccccc2)C(=O)N1	-0.5%	i	3.2	x	3.8	63
CCOC(=O)N1CCN(Cc2nc(-c3ccc(OC)cc3)no2)CC1	9.8%	i	6.7	x	1.7	49
O=C(Cn1c(NCCO)nc2ccccc21)Nc1ccc2c(c1)OCCCO2	4.1%	i	0.5	x	-0.4	66
COc1cc(OC)cc(C(=O)NC(C(=O)Nc2ccc(N3CCOCC3)cc2)C(C)C)c1 (stereo not drawn)	3.6%	i	0.5	x	-1.0	60
O=C(O)c1cccc(-c2noc(-c3cccc(Cl)c3)n2)c1	9.2%	i	0.6	x	0.0	48
CCCCOc1ccc(C(=O)NCC(=O)NCCCn2nc(C)cc2C)cc1	6.8%	i	0.9	x	0.4	60
O=C1C=C(c2cccc(CO)c2)C[C@@H](c2ccc3c(c2)OCO3)C1	3.7%	i	0.1	x	0.2	63
COC(=O)C1=C(C)N(Cc2ccccc2)C(=NCc2ccccc2)N[C@H]1c1cccc(C(F)(F)F)c1	4.2%	i	2.3	x	43.7*	23*
O=C1c2ccccc2C(=O)N1CCC#Cc1ccc2cc(CCCO)oc(=O)c2c1	1.6%	i	0.7	x	-2.7	57
Cc1cccc(N2CC(C(=O)NCc3ccco3)CC2=O)c1C (stereo not drawn)	7.6%	i	0.5	x	-2.6	49
COc1ccc(C(=O)NC(=O)COC(=O)C2CC2C)cc1 (stereo not drawn)	2.2%	i	0.6	x	-1.6	46
CN(Cc1cccc(F)c1)C(=O)c1cc(S(=O)(=O)N2CCOCC2)ccc1N1CCCC1	0.7%	i	0.8	x	1.1	68
O=S(=O)(Nc1ccc(F)cc1)c1ccc(S(=O)(=O)N2CCOCC2)cc1	7.1%	i	0.6	x	1.8	52
COc1ccc(NC(=O)CN(C)CC(=O)c2c(C)[nH]c3ccccc23)cc1	6.2%	i	0.6	x	-1.3	55
COc1ccc(NC(=O)CN(C)C(=O)CCSc2ccc(F)cc2)cc1	6.0%	i	0.4	x	0.8	57
COc1cccc(OC)c1C(=O)Nc1ccncc1	5.6%	i	0.3	x	0.2	46
CCCCn1c(N)c(N(C)C(=O)C2CC(=O)N(Cc3ccco3)C2)c(=O)[nH]c1=O (stereo not drawn)	5.3%	i	0.2	x	-1.4	43
CC1CC(C)CN(C(=O)c2cccc(NC(=O)CC3SC(N4CCCCC4)=NC3=O)c2)C1 (stereo not drawn)	4.1%	i	1.1	x	-0.6	59
COc1ccccc1C(=O)COC(=O)C1(C)CC1(Cl)Cl (stereo not drawn)	-2.7%	i	0.7	x	5.0	57
Cc1sc2ccccc2c1CNC[C@H]1O[C@@H](n2cnc3c(N)ncnc32)[C@H](O)[C@@H]1O	4.0%	i	0.3	x	-2.3	57
CC(C)N(C(=O)[C@H]1C[C@H](CC(=O)NCc2cccc(C(F)(F)F)c2)C(=O)N2CCc3c([nH]c4ccc(Cl)cc34)[C@]12C)C(C)C	7.5%	i	0.3	x	19.9	45
COc1ccccc1Nc1nnc(SCC(=O)c2c(N)n(C3CC3)c(=O)[nH]c2=O)s1	3.3%	u	x	x	1.1	53
N#Cc1ccccc1S(=O)(=O)N1CCN(C(=O)[C@@H]2CCCN2C(=O)c2cccs2)CC1	3.7%	i	0.3	x	-1.8	60
CCCCN(C(=O)c1cc2c(s1)CCCCC2)c1c(N)n(CC(C)C)c(=O)[nH]c1=O	1.8%	i	0.3	x	-0.1	82
COc1ccc(-c2nc3cc(C)ccn3c2NCC2CCCO2)cc1OC (stereo not drawn)	9.3%	i	0.6	x	12.1	87
CC1CCN(C(=O)CN2C(=O)NC3(CCC(C)CC3)C2=O)CC1 (stereo not drawn)	7.6%	i	0.9	x	0.7	42
O=C1[C@H]2[C@@H](c3ccc(F)cc3)N3C(=O)N(c4ccccc4)C(=O)[C@@]3(Cc3ccccc3)[C@H]2C(=O)N1C1CCCCC1	6.1%	i	3.0	x	18.7	89
CC(Sc1nnc(COc2ccc(Cl)cc2)n1Cc1ccco1)C(=O)N1CCNC1=O (stereo not drawn)	0.1%	i	1.2	x	0.1	54
Brc1cccc(C=Nc2cccc3ncccc23)c1	-9.5%	i	1.0	x	-0.8	64
C[C@@H]1CC=C[C@@H]2[C@H]1C(=O)N(Cc1ccccc1)[C@H]2c1ccccc1Br	4.7%	i	2.1	x	6.3	51
CC1CCc2c(sc(NC(=O)c3ccc(N4C(=O)CCC4=O)cc3)c2C(N)=O)C1 (stereo not drawn)	2.3%	i	0.2	x	3.8	62
COc1ccc(CC(=O)OCC(=O)c2ccc(S(=O)(=O)N3CCCCC3)cc2)cc1	2.2%	i	1.4	x	-0.3	82
O=C1c2ccccc2[C@@H]2C[C@@H](O)[C@H](Nc3ccccc3Cl)CCN12	7.2%	i	0.6	x	3.5	60
CN1CCC(N(C)C(=O)c2ccc(Cl)c(S(=O)(=O)N3CCCCC3)c2)CC1	5.8%	i	0.9	x	-0.8	55
CNS(=O)(=O)c1ccc(C(=O)NCC(=O)NCCc2ccc3c(c2)OCCO3)cc1	3.1%	i	0.3	x	-2.9	55
O=C1OC(=O)c2cc([N+](=O)[O-])ccc21	-0.2%	i	1.3	x	-0.6	53
Cc1cc(NC(=O)COc2ccccc2C(N)=O)no1	13.3%	i	0.7	x	2.2	44
Cc1ccc(C(=O)Nc2ccccc2C(=O)O)cc1S(=O)(=O)Nc1ccc(Br)cc1	15.0%	i	0.6	x	1.1	65
C[C@H](NS(=O)(=O)c1ccc2c(c1)OCCCO2)C(=O)N1CCN(Cc2ccc(C#N)cc2)CC1	1.6%	i	0.9	x	1.3	49
OCCOCCn1c(C(CO)Nc2nc(-c3ccc(Cl)cc3)cs2)nc2ccccc21 (stereo not drawn)	15.6%	i	3.5	x	8.0	92
CC(=O)OC(C)[C@H]1CC[C@H]2[C@@H]3CC[C@H]4C[C@@H](OC(C)=O)CC[C@]4(C)C3=CC[C@]12C (stereo partly drawn)	4.7%	i	0.6	x	-4.8	76
COc1ccccc1-n1nnnc1SCC(=O)NCC1(N2CCOCC2)CCCCC1	5.5%	i	0.4	x	-1.5	68
Cc1c(Cl)cccc1NC(=O)CNC(=O)Cc1c[nH]c2ccccc12	3.6%	i	1.2	x	-1.4	57
COc1cc(C(=O)NCC(=O)Nc2c(C)cccc2C)ccc1OCC(=O)N1CCOCC1	4.6%	i	1.7	x	2.5	49

Further structures:
SMILES	Rac1 GTP hydrolysis	Myeloid diff MLP	Myeloid diff MLP GFP+ MAC1+ %	Salmonella PhoP GFP	NTR1 ag	NTR1 ag cell count 20 µM
C[C@H](CO)N1C[C@H](C)[C@@H](CN(C)C(=O)Nc2ccc(C(F)(F)F)cc2)Oc2ccc(NS(=O)(=O)c3ccccc3)cc2C1=O	2.6%	i	0.4	x	5.0	48
O=C1NC[C@H](c2ccccc2)OC(=O)[C@H](Cc2ccc(F)cc2)CC/C=C/C[C@@H]1CC(=O)N(CCO)Cc1ccccc1	6.8%	+	5.1*	x	9.0	50
Cc1ccccc1NC(=O)Cc1nc(COC(=O)c2cccc(O)c2)cs1	3.8%	i	1.1	x	-2.8	69
Cc1ccc(S(=O)(=O)N2CCCCC2)cc1NC(=O)c1cc(=O)[nH]c2ccccc12	4.4%	i	1.0	x	8.0	50
Cc1onc(-c2ccccc2)c1C(=O)OCC(=O)Nc1ccc(Cl)cc1	3.3%	i	1.2	x	-1.2	62
O=C(CSc1ccc([N+](=O)[O-])cc1)Nc1ccccc1N1CCOCC1	5.8%	i	1.6	x	0.0	60
COc1ccc(OC)c(NC(=S)NCc2ccco2)c1	4.7%	i	0.4	x	-2.4	61
CCOC(=O)c1nc2cc3n(c(C)c-2c1C)C(C)C(CC)=C3C (stereo not drawn)	13.3%	i	0.8	x	-0.5	76
CC1Cc2ccccc2N1C(=O)CN1C(=O)NC2(CCCCC2)C1=O (stereo not drawn)	4.8%	i	1.0	x	1.7	62
O=C(CCc1ccc(S(=O)(=O)N2CCOCC2)cc1)OCC(=O)c1ccccc1	-1.1%	i	1.2	x	-0.9	48
CCC(C)CCN1C(N(C)C)=NC[C@@H]1Cc1ccccc1 (stereo partly drawn)	-0.2%	i	3.8	x	-2.7	88
COc1ccc(S(=O)(=O)N2CCOCC2)cc1NC(=O)CCCOc1ccccc1	-8.3%	i	0.5	x	0.4	56
COc1cc2ccccc2cc1C(=O)OCc1nc2ccsc2c(=O)[nH]1	-0.6%	i	1.1	x	5.6	52
CC(C)(C)OC(=O)N1CCCC(C(=O)Nc2ccc(C(=O)N3CCCCC3)cc2)C1 (stereo not drawn)	12.9%	i	2.8	x	-1.0	47
COc1ccccc1N(C)S(=O)(=O)c1ccc(C(=O)OCC(=O)Nc2ccc(C(N)=O)cc2)cc1	4.7%	i	0.3	x	4.3	56
COc1ccc(NC(=O)c2cc(C)nc3ccccc23)cc1S(=O)(=O)N1CCOCC1	1.1%	i	1.5	x	-0.6	62
O=C(CCc1nc2ccccc2c(=O)[nH]1)NNC(=O)COc1cccc(F)c1	3.1%	i	0.2	x	0.9	64
COc1c(O)cc(O)c2c(=O)cc(-c3ccccc3)oc12	5.9%	i	2.5	x	6.4	63
Cc1c(O)c2ccccc2n(-c2ccccc2)c1=O	4.7%	i	1.0	x	5.6	44
CC(C)(C)OC(=O)NC1CNNC1=O (stereo not drawn)	16.9%	i	2.0	x	2.9	58

Quoted at random: 7 entries already listed
SMILES	Rac1 GTP hydrolysis	Myeloid diff MLP	Myeloid diff MLP GFP+ MAC1+ %	Salmonella PhoP GFP	NTR1 ag	NTR1 ag cell count 20 µM
O=C(CCc1nc2ccccc2c(=O)[nH]1)NNC(=O)COc1cccc(F)c1	3.1%	i	0.2	x	0.9	64
Cc1c(O)c2ccccc2n(-c2ccccc2)c1=O	4.7%	i	1.0	x	5.6	44
COc1ccc(NC(=O)c2cc(C)nc3ccccc23)cc1S(=O)(=O)N1CCOCC1	1.1%	i	1.5	x	-0.6	62
COc1c(O)cc(O)c2c(=O)cc(-c3ccccc3)oc12	5.9%	i	2.5	x	6.4	63
CC(C)(C)OC(=O)N1CCCC(C(=O)Nc2ccc(C(=O)N3CCCCC3)cc2)C1 (stereo not drawn)	12.9%	i	2.8	x	-1.0	47
CC(C)(C)OC(=O)NC1CNNC1=O (stereo not drawn)	16.9%	i	2.0	x	2.9	58
CCC(C)CCN1C(N(C)C)=NC[C@@H]1Cc1ccccc1 (stereo partly drawn)	-0.2%	i	3.8	x	-2.7	88

Remaining list, next part
SMILES	Rac1 GTP hydrolysis	Myeloid diff MLP	Myeloid diff MLP GFP+ MAC1+ %	Salmonella PhoP GFP	NTR1 ag	NTR1 ag cell count 20 µM
O=C(NCCc1ccccc1)c1ccc(S(=O)(=O)N2CCCC2)cc1	4.8%	i	0.4	x	1.1	57
Cn1nc(C(=O)Nc2nc(-c3ccccn3)cs2)c2ccccc2c1=O	6.2%	u	x	x	4.6	56
O=C(NCc1ccccc1Cl)[C@@H]1CCCN1S(=O)(=O)c1ccc(Cl)cc1	3.1%	i	2.3	x	-0.5	69
Cc1cc(OCC(=O)OCC(=O)N2c3ccccc3NC(=O)C2(C)C)ccc1Cl	7.7%	i	0.7	x	-2.1	58
COc1cc(/C=C/C(=O)OCC(=O)NC2CC2)cc(OC)c1OC	-0.6%	i	0.6	x	-1.1	51
CC(=O)N/C(=C\c1ccccc1)C(=O)OCC(=O)Nc1cc(S(=O)(=O)N(C)C)ccc1Cl	-1.6%	i	0.8	x	0.0	65
CC(=O)N1c2ccccc2C2CCCC[C@@H]21 (stereo partly drawn)	5.7%	i	0.7	x	-1.1	38
